Screening results (PubChem)
DTT redox prof: compounds producing H2O2 with reducing agent – biochemical, NIH compound library profiling, artefact control for MLSCN library redox annotation, primary screen; DTT-dependent redox cycling H2O2, phenol red/HRP absorbance; 100% = 100 µM peroxide control, 0% = buffer; activation, % at 10 µM; hit rate 0.03% among 200,000;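 active = activation of at least 50% relative to the plate's high and low controls in the primary single-dose screen; inactive = activation below 50%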;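 note: compound incubated with DTT at 0.8 mM final as the reducing agent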
S1P3 antag: S1P3 (human) receptor antagonism; AID 485; inhibition, % at 4.98 µM; hit rate 0.27% among 170,000; CHO S1P3 NFAT-BLA reporter, FRET fluorescence, antagonist mode;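 active = inhibition above the plate cutoff, the mean inhibition of test wells on that plate plus 3 SD, cut at about 28% in these data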;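 note: cells challenged with S1P at its EC80 of 0.8 µM; blue over green emission ratio from cleaved BLA substrate after 4 h stimulation; 0% = S1P-stimulated wells and 100% = unstimulated DMSO-only wells; some compounds past the cut are filed as inactive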
Target sequence (Q99500 whole entry, looked up): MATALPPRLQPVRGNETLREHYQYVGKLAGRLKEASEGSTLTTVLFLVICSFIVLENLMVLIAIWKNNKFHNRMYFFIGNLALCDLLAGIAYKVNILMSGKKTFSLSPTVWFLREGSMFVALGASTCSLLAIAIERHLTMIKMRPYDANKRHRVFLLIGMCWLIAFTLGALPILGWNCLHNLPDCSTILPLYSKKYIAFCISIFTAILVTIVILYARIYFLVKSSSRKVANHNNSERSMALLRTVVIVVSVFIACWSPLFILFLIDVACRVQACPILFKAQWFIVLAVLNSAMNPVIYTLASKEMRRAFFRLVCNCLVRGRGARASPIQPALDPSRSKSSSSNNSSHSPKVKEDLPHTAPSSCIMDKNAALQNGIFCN
L major viab: inhibitors of Leishmania major promastigote growth | Leishmania major promastigotes, resazurin fluorescence viability | hit rate 9% among 200,000 | inhibition, % at 10 µM;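 note: promastigotes grown with compound for 44 hours at 28 °C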
G6PDH CS: counter-screen for G6PDH assay hits: L. mesenteroides G6PDH inhibition; Purified L. mesenteroides G6PDH, diaphorase/resazurin coupled fluorescence, 45 min; inhibition, % at 5 µM; hit rate 0.12% among 200,000; AID 1020
RAM inhibit: inhibitors of the yeast RAM network; S. cerevisiae dse1pr::URA3 reporter, 5-FOA growth OD615, 2 d; analog-sensitive cbk1-as2 kinase mutant strain; inhibition, % at 50 µM; hit rate 1.8% among 190,000;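 active = inhibition above a set limit, 3 SD over mean compound inhibition, cut at about 8.4% in these data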;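 note: 0% = DMSO-only wells with no growth and 100% = 10 µM 1-NA-PP1 full growth; inhibition rescues growth on 5-FOA so higher OD means more RAM inhibition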
Hsp70 activator: Hsp70 transcriptional activation, primary screen; HeLa Hsp70 promoter luciferase reporter, luminescence; scaled: vehicle 0, proteasome-inhibitor control 100%; AID 1203; activation, % at 10 µM; hit rate 0.04% among 200,000;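 active = activation above the mean across all tested compounds plus 3 SD, cutoff set per campaign, cut at about 5.5% in these data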;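 note: 100% = MG132 at 30 µM as the positive control and 0% = DMSO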
Diaphorase act: counter-screen for diaphorase-based assays: diaphorase activators and chemical reducers | Diaphorase/resazurin coupled assay, resorufin fluorescence, 16 min; hits give high values; 1 = vehicle wells, 0 = NADH-free wells | activation factor at 20 µM | hit rate 0.005% among 190,000;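 active = diaphorase activity raised at least twofold by the compound at 20 µM; inactive = activation factor below 2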
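Material: Clostridium kluyveri diaphorase, purified enzyme; Quantity: enzyme 0.07 U/mL final; Medium: HEPES pH 7.4 buffer with MgCl2 and Tween 20; Dosing: single compound dose of 20 µM, 1% DMSO final; Schedule: 16 min reaction at room temperature; Measured by: red resorufin fluorescence at 544/590 nm excitation/emission.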
Diaph inh CS: counter-screen for diaphorase-based assays: diaphorase inhibitors and chemical oxidizers | AID 1217 | diaphorase resazurin-to-resorufin fluorescence, NADH, 16 min; bacterial (C. kluyveri) enzyme, not human | hit rate 0.69% among 190,000 | inhibition, % at 20 µM;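 active = primary screen inhibition at 20 µM above a set limit, cut at about 50% in these data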;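 note: plate controls were DMSO with full reaction for no effect and wells lacking NADH for full effect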
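Benchmarks: positive control wells lacking NADH, neutral wells with DMSO only. System: bacterial diaphorase enzyme (C. kluyveri). Input: 0.14 U/mL diaphorase, enzyme working solution. Detection: resorufin fluorescence, excitation 544 nm, emission 590 nm. Times: 16-min room-temperature incubation before reading.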
PMI activator: activators of human phosphomannose isomerase | activation factor at 20 µM | AID 1214 | hit rate 0.005% among 190,000 | purified human PMI, coupled resazurin fluorescence, 20 min; hits give high values; 1 = vehicle control, 0 substrate-free wells | P34949;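 active = activation factor of 2 or more at 20 µM, relative to plate controls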
Target sequence (P34949 whole entry, looked up): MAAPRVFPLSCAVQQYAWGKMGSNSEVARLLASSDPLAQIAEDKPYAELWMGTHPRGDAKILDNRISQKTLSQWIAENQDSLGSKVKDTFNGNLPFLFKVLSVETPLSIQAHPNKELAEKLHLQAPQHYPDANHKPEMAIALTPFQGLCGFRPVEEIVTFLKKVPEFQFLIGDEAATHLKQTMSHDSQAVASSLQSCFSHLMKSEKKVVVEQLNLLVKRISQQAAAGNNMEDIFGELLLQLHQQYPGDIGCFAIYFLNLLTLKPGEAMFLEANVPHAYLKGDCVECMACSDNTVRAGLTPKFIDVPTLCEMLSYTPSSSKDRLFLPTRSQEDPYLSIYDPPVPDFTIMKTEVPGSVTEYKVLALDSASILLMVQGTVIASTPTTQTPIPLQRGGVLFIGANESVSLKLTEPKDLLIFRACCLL
PMI act hi M6P: activators of human phosphomannose isomerase at near-saturating mannose 6-phosphate; activation factor at 20 µM; P34949; coupled PMI enzyme assay, resazurin fluorescence, 20 min; hits give high values; 1 = untreated enzyme, 0 = substrate-free blank; hit rate 0.34% among 190,000; AID 1216;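 active = activation factor of 2 or more at 20 µM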
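Material: human phosphomannose isomerase with PGI, G6PDH, diaphorase coupling enzymes; amount: PMI at 15 ng/mL final; also added: Mannose-6-phosphate 1.0 mM (near-saturating) plus 0.22 mM NADP+; incubation: enzyme reaction with compound 20 min at room temperature; signal: resorufin fluorescence (Ex 544/Em 590 nm) from resazurin via diaphorase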
TLR4 MyD88 comp: blocks binding of human TLR4 to MyD88. inhibition, % at 8.4 µM. O00206+Q99836. AID 861. hit rate 0.18% among 200,000. HeLa CL3-4 TLR4/MyD88 BLA complementation, FRET ratio; in the data active = inhibition above about 25%;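 note: 0% = vehicle and 100% = reference inhibitor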
An asterisk follows results filed as active; . = not tested or not shown. Cut-off read from the data, not from the text of the source, unless noted: active = inhibition above about 50%; inactive = the rest.

SMILES	DTT redox prof	S1P3 antag	L major viab	G6PDH CS	RAM inhibit	Hsp70 activator	Diaphorase act	Diaph inh CS	PMI activator	PMI act hi M6P	TLR4 MyD88 comp
O=C(NCCc1ccc2c(c1)OCCO2)c1cc(F)cc(F)c1	-0.1	2	-6	-15	3.0	0.0	0.9	12	1	1	-7
COc1ccc2cc(CCNC(=O)c3c(-c4ccccc4Cl)noc3C)c(=O)[nH]c2c1	-2.5	12	-1	-17	-0.7	0.0	0.8	23	0.9	0.9	13
CC(NCc1cccn1C)c1ccccc1 (stereo unspecified)	-3.8	.	4	2	1.9	-0.1	1	-4	0.9	1	-5
C=CCc1c(O)nc(SCC(=O)c2ccccc2)[nH]c1=O	2.2	.	-3	-6	3.0	-0.3	0.9	6	1.1	1.2	9
CC1CCN(C(=O)CN(C2CCCCC2)S(C)(=O)=O)CC1	2.4	-6	-8	15	0.3	-0.5	1	0	0.9	1	0
Cc1ccnc(-n2c(C)cc(C=O)c2C)c1	4.2	-7	-5	11	0.8	-0.1	0.9	12	0.9	0.8	1
COc1cc(CNC(C)(C)C)cc(Br)c1OCc1cccs1	0.0	3	86*	-16	0.1	-0.4	1	3	1	1	6
Cc1ccc(CSc2nncn2-c2ccccn2)cc1	-0.6	.	-4	2	0.1	-0.4	1	3	1	1.1	2
O=C(NCc1ccccn1)c1ccc(N2CCCC2=O)cc1	-0.8	-31	-4	-1	1.6	-0.1	1	-4	1	1.1	6
Cc1ccc(N2CC(C(=O)O)CC2=O)cc1 (stereo unspecified)	-0.7	-5	-3	13	0.8	-0.2	0.9	11	0.9	0.9	-4
CCOC(=O)c1ccc(C(=O)OCC)nc1	2.5	.	-1	8	1.5	-0.1	0.9	14	0.8	0.9	-3
Cc1cccc(Nc2nc(NCc3ccco3)c3ccccc3n2)c1	1.2	7	100*	-10	16*	-0.4	1.4	-43	1.2	1.3	-2
CN1OC2C(=O)N(c3ccccc3)C(=O)C2C1c1ccc(F)cc1 (stereo unspecified)	-0.1	.	-5	4	0.8	0.0	0.9	11	0.9	0.9	2
CSc1nc2c(c(=O)[nH]1)C(c1cccs1)C1=C(CCCC1=O)N2 (stereo unspecified)	0.3	.	-5	11	2.5	0.0	1	-1	1.1	1	0
Cc1cc(C)n2nc(SCC(=O)N(C)c3c(N)n(Cc4ccccc4)c(=O)[nH]c3=O)nc2n1	-0.3	13	-7	6	0.3	0.0	0.9	8	1.1	1.1	2
CCCCOC(=O)Nc1nc(CC(=O)OCC)cs1	30	-10	-5	4	0.0	-0.4	0.8	17	0.9	0.9	2
CC1(C)CC(NC(=O)Nc2ccc([N+](=O)[O-])cc2)CC(C)(C)N1	-0.2	-15	-8	-1	1.0	-0.2	1	2	1.1	1	-6
Cc1ccc(C(=O)CC(SCC(=O)O)c2ccc([N+](=O)[O-])cc2)cc1 (stereo unspecified)	-0.5	-15	24	-1	3.4	-0.1	0.9	10	0.9	0.9	0
Cc1ccc(NC(=O)CCC(=O)NNC(=O)Cc2ccccc2)cc1C	-1.0	.	-4	1	4.6	-0.1	0.9	10	1	1	-3
O=C(NCc1ccccc1)NC1(C(=O)N2CCN(c3ncccn3)CC2)CCCCC1	1.6	-13	-1	16	-0.2	-0.1	0.8	20	1.1	1	1
Cc1ccc(S(=O)(=O)NC(CC(=O)NCc2ccco2)c2ccco2)cc1 (stereo unspecified)	-5.3	-2	5	2	0.9	-0.3	1	-3	1	0.9	12
COCCNC(=O)/C(C#N)=C/c1ccc2c(c1)OCO2	-0.5	-16	8	0	0.4	0.1	1	0	1	1.1	-10
CCCCNC(=O)Cn1cnc([N+](=O)[O-])n1	-0.5	-6	-3	13	0.1	-0.3	1.2	-16	1	1	12
CCN(CC)c1ccc2cc(C(=O)Nc3cccnc3N3CCOCC3)c(=O)oc2c1	.	.	.	-4	.	.	0.8	22	0.9	0.8	.
Cc1ccccc1OC(=O)Cn1c(C(F)(F)F)nc2ccccc21	4.2	.	0	8	0.3	-0.1	0.9	10	1	0.9	1
N/C(=N\OC(=O)CCC(=O)O)c1ncc(C(F)(F)F)cc1Cl	0.0	5	-5	-8	3.3	-0.1	0.9	15	1.2	1	-13
OCC1(CCc2ccccc2)CCN(Cc2cnc(N3CCCC3)s2)CC1	-2.1	-12	16	26	3.3	-0.1	0.9	12	0.9	0.9	1
O=S(=O)(c1ccccc1)N1CCN(c2nc3ccccc3s2)CC1	0.6	.	6	3	4.7	0.3	1	2	0.9	1.1	-6
O=C(CCCN1C(=O)c2ccccc2C1=O)N1CCOCC1	-0.8	-16	-8	4	0.2	-0.1	0.8	20	0.9	1	-12
Cc1ccc(S(=O)(=O)N2CCC(=O)N(CCOC(=O)Nc3ccc(C)c(C)c3)CC2)cc1	0.5	-4	23	17	0.4	0.1	1.1	-9	1.2	1.2	0
COc1cccc(/C=N/NC(=O)c2ccc(COc3ccc(Cl)cc3Cl)o2)c1	-4.1	.	2	6	1.2	0.0	0.9	6	0.8	0.9	-5
Cc1ccc(C(=O)NCc2ccc(Cl)c(Cl)c2)o1	1.7	8	1	-4	-0.3	-0.2	0.8	19	1	1	-14
Nc1c(S(=O)(=O)c2cccs2)c2nc3ccccc3nc2n1Cc1ccc2c(c1)OCO2	-0.2	-6	41	2	6.1	-0.1	0.8	22	0.8	0.8	0
NS(=O)(=O)c1ccc(CNC(=O)C2CCCCC2)cc1	2.1	-4	0	-7	1.3	-0.3	1	-1	0.9	1	9
COc1cccc(/C=N/Nc2nc(N3CCCC3)nc(N3CCCC3)n2)c1O	1.9	.	21	10	0.8	-0.1	0.8	23	0.7	0.7	-13
c1ccc(-c2onc3cc4c(cc23)OCCO4)cc1	-0.7	-16	-9	9	-0.5	-0.1	0.8	20	0.8	0.8	6
COCCCNC(=O)c1ccc(CNS(=O)(=O)c2ccc(NC(C)=O)cc2)cc1	0.1	-34	-1	1	2.1	-0.2	1.1	-8	1.1	1	-3
Cc1ccc(C)c(NC(=S)NC(NC(=O)OCc2ccccc2)C(Cl)(Cl)Cl)c1 (stereo unspecified)	-0.2	4	58*	-7	0.9	0.0	1	3	0.9	1	11
O=C(CCCN1C(=O)/C(=C\c2cccs2)SC1=S)Nc1ccccn1	-1.6	-4	8	-3	2.2	-0.1	0.9	14	0.9	1	-2
CCOC(=O)COc1c(OC)cc(Cl)cc1C1Nc2ccccc2C(=O)N1c1ccccc1 (stereo unspecified)	-1.4	.	19	10	3.5	-0.1	0.8	18	1	1	1

Entries of single compounds, quoted from the list. Order of values: DTT redox prof | S1P3 antag | L major viab | G6PDH CS | RAM inhibit | Hsp70 activator | Diaphorase act | Diaph inh CS | PMI activator | PMI act hi M6P | TLR4 MyD88 comp
N/C(=N\OC(=O)CCC(=O)O)c1ncc(C(F)(F)F)cc1Cl is listed as 0.0 | 5 | -5 | -8 | 3.3 | -0.1 | 0.9 | 15 | 1.2 | 1 | -13
Cc1ccc(C(=O)NCc2ccc(Cl)c(Cl)c2)o1 is listed as 1.7 | 8 | 1 | -4 | -0.3 | -0.2 | 0.8 | 19 | 1 | 1 | -14
NS(=O)(=O)c1ccc(CNC(=O)C2CCCCC2)cc1 is listed as 2.1 | -4 | 0 | -7 | 1.3 | -0.3 | 1 | -1 | 0.9 | 1 | 9
Cc1ccccc1OC(=O)Cn1c(C(F)(F)F)nc2ccccc21 is listed as 4.2 | . | 0 | 8 | 0.3 | -0.1 | 0.9 | 10 | 1 | 0.9 | 1

Additional entries follow.
SMILES	DTT redox prof	S1P3 antag	L major viab	G6PDH CS	RAM inhibit	Hsp70 activator	Diaphorase act	Diaph inh CS	PMI activator	PMI act hi M6P	TLR4 MyD88 comp
COC(=O)c1ccccc1N(Cc1ccccc1)S(C)(=O)=O	-0.1	-12	2	2	2.9	-0.5	0.9	10	1	0.9	-2
CCNC(=O)COC(=O)c1csc2c1CCCC2	-0.2	-33	-8	2	-0.8	-0.2	1.1	-8	1.1	1	-6
Nc1nc(SCC(=O)c2ccc(F)cc2)n[nH]1	-0.1	3	-3	-1	1.1	0.2	0.9	10	0.7	0.9	6
CCOc1ccc(NC(=O)c2ccc(OC)cc2)cc1	0.2	.	-4	2	4.0	0.2	1	-4	1	1.1	13
COC(=O)c1ccc(NC(=O)CCN2CCN(c3ccccc3)CC2)cc1	0.8	6	26	-1	-0.4	-0.2	1	5	1.1	1	1
Cc1cc(C)c(S(=O)(=O)n2c([N+](=O)[O-])cnc2C)cc1C	0.0	-5	-4	-3	1.9	-0.5	1	-2	1.2	1.2	-3
CCOC(=O)c1c(NC(=O)C2c3ccccc3Oc3ccccc32)sc(C(=O)N(CC)CC)c1C	-4.0	.	19	19	5.8	-0.1	0.7	27	0.8	0.8	-5
COC(=O)C(C)N(C(=O)c1ccc(Cl)cc1)c1c(C)cccc1C (stereo unspecified)	0.1	.	87*	15	-1.7	-0.2	0.9	7	1.1	1.1	5
CC(C)(C)CC(=O)Nc1nnc(SCC(=O)Nc2ccccc2F)s1	-1.5	-11	8	7	0.5	-0.3	0.9	6	1	1	5
C=CCSc1nnc(NC(=O)CSc2nc(CCC)cc(=O)[nH]2)s1	0.3	-9	-14	-7	2.1	-0.3	1	-4	1	1	0
C/C(CC(=O)NC(C)(C)C)=N\NC(N)=S	0.8	-28	-5	12	0.5	0.1	0.8	22	0.9	1	-18
Cc1nn(-c2ccccc2Cl)c2sc(C(=O)Nc3nnc(C4CC4)s3)cc12	-0.2	3	-6	2	5.8	0.2	0.9	8	1.1	1.1	-2
COc1cccc(CNc2ccc(C)c(Cl)c2)c1	-0.2	-2	-3	4	-0.6	0.0	0.8	16	0.9	0.8	9
C=CCn1c(C)cc(-c2csc(NCC)n2)c1C	-0.5	-10	35	5	3.2	-0.3	0.7	26	1.6	1.5	11
COC(=O)c1ccc(CSc2nncn2C)cc1	-0.7	-14	-12	7	2.0	-0.3	0.9	13	1	1	-6
CC(=O)NCCC(=O)Nc1cc(S(=O)(=O)N2CCOCC2)ccc1N1CCOCC1	-2.0	-7	0	1	-0.1	-0.1	1	5	1	1	2

Compounds as they come; any-hit rate near 12%.
